UPR XBP1 act = activators of adaptive arm of unfolded protein response (XBP1); CHO-XBP1 luciferase reporter, IRE1-XBP1 UPR activation, luminescence; percent of tunicamycin response, DMSO as zero; 0.33% of 330,000 active; activation, % at 20 µM;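 active means versus positive control, 20 µM dose yields 30% or more activation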;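 further: 100% = tunicamycin at 10 µg/mL and 0% = DMSO only wells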
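Material: CHO-XBP1 cells stably carrying IRE1-XBP1-driven luciferase reporter | Medium: F12 with 10% serum | Compound dosing: 20 µM single concentration, DMSO 1% | Incubation: Overnight seeding at 37 °C, 6 h compound treatment at 37 °C | Detection: Steady-Glo luminescence read | Read-out basis: % activation of reporter signal versus tunicamycin and DMSO controls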
EBI2 antag = EBI2 (human) antagonism; P32249; EBI2 beta-arrestin recruitment, luminescence, 7a,25-OHC stimulated; inhibition, % at 5 µM; 0.81% of 360,000 active; in the data active means inhibition above about 38%;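 further: enzyme fragment complementation signal reports receptor beta-arrestin coupling in cells; 0% = agonist plus DMSO wells and 100% = wells without agonist; some results beyond the cut were filed as inactive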
Target sequence (P32249 whole entry, looked up, the tested form may be a part): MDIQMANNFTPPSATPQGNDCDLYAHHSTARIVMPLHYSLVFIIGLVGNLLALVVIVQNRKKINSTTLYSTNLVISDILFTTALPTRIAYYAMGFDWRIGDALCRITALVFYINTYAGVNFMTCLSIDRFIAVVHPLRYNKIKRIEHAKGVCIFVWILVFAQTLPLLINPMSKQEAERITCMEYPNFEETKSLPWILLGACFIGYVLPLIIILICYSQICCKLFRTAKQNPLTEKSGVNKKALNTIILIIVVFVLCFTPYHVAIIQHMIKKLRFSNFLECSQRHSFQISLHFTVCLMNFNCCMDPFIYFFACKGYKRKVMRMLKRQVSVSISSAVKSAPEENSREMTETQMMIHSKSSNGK
APJ agonist = activates the human apelin receptor APJ; P35414; CHO-K1 APJ PathHunter beta-arrestin, luminescence; 0% DMSO wells, 100% apelin; activation, % at 20 µM; 0.11% of 330,000 active; AID 2520;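 active means activation more than six SD over the plate average, tested at 20 µM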;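 further: 0% = DMSO alone and 100% = apelin-13 at 10 nM; some results filed as inactive read as strong as hits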
Target sequence (P35414 whole entry, looked up): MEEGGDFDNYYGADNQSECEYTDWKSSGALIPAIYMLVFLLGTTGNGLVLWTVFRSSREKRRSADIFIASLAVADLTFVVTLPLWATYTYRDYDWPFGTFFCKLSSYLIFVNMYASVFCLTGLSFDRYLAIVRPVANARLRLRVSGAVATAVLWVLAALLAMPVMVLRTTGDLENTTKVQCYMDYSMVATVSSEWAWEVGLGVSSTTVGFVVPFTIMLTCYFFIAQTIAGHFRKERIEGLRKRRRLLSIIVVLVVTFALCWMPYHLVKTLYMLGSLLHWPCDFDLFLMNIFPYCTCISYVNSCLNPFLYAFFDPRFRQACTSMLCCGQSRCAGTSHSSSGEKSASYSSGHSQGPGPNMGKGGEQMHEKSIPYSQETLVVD
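Test system: CHO-K1 APJ beta-arrestin complementation cell line. Amount: cell density 1000 per well. Controls: DMSO negative, 10 nM Apelin-13 positive. Signal: luminescent beta-gal fragment complementation, chemiluminescent substrate. Read-out basis: agonist-driven arrestin binding to APJ. Timing: compound stimulation 90 min at 25 °C, detection 60 min.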
CHOP UPR activ = apoptotic UPR (CHOP) activation; activation, % at 10 µM; CHO-CHOP luciferase reporter, luminescence; percent of tunicamycin response over DMSO baseline; 0.34% of 330,000 active; AID 449763;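 active means at 10 µM dose, activation of 40% or more, normalized to positive control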;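 further: 100% = tunicamycin at 10 µg/mL and 0% = DMSO alone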
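System: CHO-CHOP luciferase reporter cell line; amount: 500 cells/well; buffer or medium: F12 medium containing 10% fetal bovine serum; incubation: 6 h compound exposure at 37 °C after overnight seeding; measured by: luciferase luminescence after 10 min with Steady-Glo reagent; evaluation: % reporter activation, DMSO baseline versus tunicamycin full activation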
CXCR6 block = blocks human CXCR6 beta-arrestin recruitment | 0.36% of 360,000 active | O00574 | inhibition, % at 20 µM | CHO-K1 PathHunter CXCR6 beta-arrestin, luminescence; in the data active means inhibition above about 34%, passing the limit was not always enough;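 further: antagonist mode with CXCL16 agonist at 10 nM final; 0% = 10 nM CXCL16 with DMSO and 100% = unstimulated wells without agonist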
Target sequence (O00574 whole entry, looked up): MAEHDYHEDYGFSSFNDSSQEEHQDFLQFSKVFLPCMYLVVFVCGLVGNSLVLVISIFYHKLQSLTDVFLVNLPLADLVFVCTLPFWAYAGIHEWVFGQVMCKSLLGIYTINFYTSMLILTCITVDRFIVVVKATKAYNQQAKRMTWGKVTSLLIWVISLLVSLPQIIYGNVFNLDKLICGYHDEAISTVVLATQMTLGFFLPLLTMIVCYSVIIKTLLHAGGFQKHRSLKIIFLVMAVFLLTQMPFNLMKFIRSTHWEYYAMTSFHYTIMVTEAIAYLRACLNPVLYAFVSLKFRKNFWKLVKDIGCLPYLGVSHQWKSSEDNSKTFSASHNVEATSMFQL
CCR6 antagonist = blocks CCL20-driven beta-arrestin recruitment at human CCR6 | P51684 | CHO-K1 CCR6 PathHunter beta-arrestin, luminescence, CCL20-stimulated | inhibition, % at 20 µM | 0.49% of 340,000 active | AID 493098;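 active means compounds whose inhibition of the agonist-driven luminescence signal at 20 µM reaches about 50%, limit read from the data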;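 further: cells stimulated with CCL20 at 14 nM final; plate controls were DMSO with CCL20 for no effect and DMSO without agonist for full effect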
Mdm2-MdmX inh = inhibitors of human Mdm2/MdmX interaction; O15151+Q00987; SaOS-2 split-luciferase Mdm2/MdmX complementation, luminescence; inhibition, % at 8 µM; 3% of 330,000 active;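 active means inhibition of at least 50% at 8 µM in the primary screen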
APJ antag = APJ receptor antagonism. P35414. CHO-K1 APJ beta-arrestin complementation, luminescence. inhibition, % at 20 µM. 0.32% of 330,000 active. AID 2521;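 active means inhibition above about 40% at 20 µM, limit read from the data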;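 further: cells challenged with 10 nM apelin-13 agonist together with compound; plate controls were apelin-13 plus DMSO wells for no effect and DMSO wells lacking apelin-13 for full effect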
tim23-1 inh = inhibits growth of tim23-1 mutant yeast | S. cerevisiae tim23-1 growth, BacTiter-Glo luminescence, 24 h | inhibition, % at 20 µM | 1.3% of 330,000 active | AID 463212;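 active means growth inhibition of the mutant yeast at or above 50%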;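 further: temperature-sensitive mutant grown at 25 °C; plate controls were DMSO-treated mutant yeast for no effect and medium wells lacking yeast for full effect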
The depositor's hits bear a star. An excerpt, so the mix of outcomes need not match the whole.

SMILES	UPR XBP1 act	EBI2 antag	APJ agonist	CHOP UPR activ	CXCR6 block	CCR6 antagonist	Mdm2-MdmX inh	APJ antag	tim23-1 inh
O=C1CC(C(=O)N2CCN(c3ccccc3)CC2)CN1Cc1ccccc1 (stereo unspecified)	0	-1	-3	1.7	1	-6	7	-3	5
O=C(COc1ccccc1)NC1CCCc2ccccc21 (stereo unspecified)	2	7	3	0.8	3	5	-30	-5	18
Cc1cnc(C(=O)OCC(=O)Nc2ccccc2-c2ccccc2)cn1	1	-11	-2	-2.5	5	3	9	1	1
Cc1cc(NC(=O)CSc2nnc(C3COc4ccccc4O3)o2)no1 (stereo unspecified)	-1	-4	2	0.1	-11	-24	2	-19	2
COc1ccccc1Nc1ncnc2sccc12	-2	9	-2	-0.5	-5	0	-1	-3	1
CCN(Cc1ccccc1)S(=O)(=O)c1cc(C(=O)OC)n(C)c1	-4	3	-4	-3.4	-12	4	13	-2	11
CCN(CC)CCc1nc(-c2ccccc2)no1	-7	10	-2	1.3	1	8	0	11	6
Cc1ccc2c(c1)-c1c(ssc1=S)C(C)(C)N2C(=O)CN1C(=O)c2ccccc2C1=O	1	23	-3	0.9	17	19	6	11	0
CC(=O)CC1(C)OC(N)=C(C#N)C1(C#N)C#N (stereo unspecified)	-3	0	-4	0.0	6	8	6	21	8
COc1ccc(NC(=O)c2cccs2)cc1	2	2	-2	2.7	-5	9	-37	5	10
COc1cc(OC)c2c(-c3ccccc3)cc(=O)oc2c1C(CC(=O)N1CCCC1)c1ccc2c(c1)OCO2 (stereo unspecified)	29	8	6	1.0	21	11	-3	4	-1
Cc1ccc(O)c(NC(=O)CN(C)S(=O)(=O)c2ccc(Cl)cc2)c1	2	-2	-1	-2.5	-6	24	4	-15	14
CCOc1nc(NCCN2CCOCC2)nc(NC(C)C)n1	-3	-4	2	0.6	-4	12	-30	-5	11
Cc1cc(C)nc(SCc2nnc(SCC(=O)Nc3nc(-c4ccccc4)cs3)n2-c2ccccc2)n1	1	26	-9	1.8	7	9	4	10	4
COc1cccc(NC(=S)NC2CC3CCCC(C2)N3C2CCCC2)c1 (stereo unspecified)	0	-8	-1	-1.1	-8	8	-6	-16	13
Cc1sc(NC(=O)/C=C/c2ccco2)c(C(=O)OC(C)C)c1C	2	29	-2	3.2	2	2	2	17	0
Cc1ccccc1NC(=S)/C(=C(\[O-])c1cc(C)n(Cc2ccccc2Cl)c1C)[n+]1ccccc1	-4	-12	-4	-0.4	1	22	-26	7	13
c1ccc(CSc2nnc(-c3ccco3)n2Cc2ccco2)cc1	3	-8	-2	2.8	3	6	-30	-1	39
O=C(NCCSCc1c(F)cccc1Cl)c1ccc(CN2CCOCC2)cc1	-3	-11	0	1.0	4	-6	-2	-6	8
Cc1ccc(S(=O)(=O)N2CCN3CCCC3C2)cc1 (stereo unspecified)	1	10	-4	1.5	-4	3	7	-4	-13
Cc1ccc2nc(SCC(=O)NCCCN3CCCC3=O)[nH]c2c1	-1	-6	-2	3.0	-12	1	11	-1	-10
CCc1ccc(OCc2nnc(SCC(=O)Nc3cccc(C(=O)N4CCOCC4)c3)o2)cc1	-2	-5	-3	0.0	-1	8	-26	-3	23
Cn1cc(Br)c(C(=O)N2CCc3ccccc32)n1	4	-4	-4	2.7	4	6	-3	7	7
O=c1c2cnn(-c3ccccc3)c2ncn1CCc1ccccc1	1	-9	-3	2.5	-2	20	-76	1	3
CSc1cccc(NC(=O)/C=C/c2ccc(Cl)cc2)c1	2	59*	-3	5.8	-8	17	-13	-24	8
Cc1cc(C)nc(NC(=O)c2cc(-c3ccc4c(c3)OCO4)nc3ccccc23)c1	-5	7	-1	-1.7	5	17	23	-2	32
Cc1oc(/C=N/NC(=O)CC2(C)OCCO2)cc1Br	0	0	-1	2.4	4	2	-51	14	-1
CN(C)CCNC(=O)CN1C(=O)COc2ccc(C(C)(C)C)cc21	3	-6	1	0.3	10	-5	16	7	10
O=C(C1=C(O)C(=O)N(CC2CCCO2)C1c1ccccc1[N+](=O)[O-])c1ccco1 (stereo unspecified)	-3	9	-1	-1.0	-4	-5	5	-4	10
O=C(COc1cccc(F)c1)NNC(=O)Cc1ccc(Br)cc1	-2	28	-4	-0.7	0	15	4	15	-14
Cc1cc(Cl)ccc1NNC(=O)c1c(C)noc1C	-1	-10	-2	-0.4	-11	-9	12	-14	6
O=C(NC1CCCCCC1)C1CCN(c2nc3ccccc3o2)CC1	6	-2	-4	-0.1	-4	10	22	-5	23
CC1(C(=O)Nc2ccc3c(c2)OCCO3)CC1(Cl)Cl (stereo unspecified)	1	0	7	2.3	-12	-3	-11	7	11
O=C(O)c1cccc(NC(=S)N/N=C/c2cccnc2)c1	-3	1	-3	-0.7	0	7	-9	-14	-1
CCc1ccc(CNc2ccc3c(c2)ncn3C(C)(C)C)cc1	0	6	-2	2.6	-1	8	-46	10	22
CCC(=O)NC(=S)Nc1ccccc1C(F)(F)F	-1	-10	-6	-0.5	11	6	15	-6	12

Single records, from the list above. Screens in order: UPR XBP1 act	EBI2 antag	APJ agonist	CHOP UPR activ	CXCR6 block	CCR6 antagonist	Mdm2-MdmX inh	APJ antag	tim23-1 inh
Record of O=C(NCCSCc1c(F)cccc1Cl)c1ccc(CN2CCOCC2)cc1 : -3	-11	0	1.0	4	-6	-2	-6	8
Record of CCN(Cc1ccccc1)S(=O)(=O)c1cc(C(=O)OC)n(C)c1 : -4	3	-4	-3.4	-12	4	13	-2	11
Record of CCc1ccc(OCc2nnc(SCC(=O)Nc3cccc(C(=O)N4CCOCC4)c3)o2)cc1 : -2	-5	-3	0.0	-1	8	-26	-3	23

An excerpt from above in order of the APJ antag value, descending.
| Compound | EBI2 antag | APJ agonist | CXCR6 block | CCR6 antagonist | Mdm2-MdmX inh | APJ antag |
| --- | --- | --- | --- | --- | --- | --- |
| Cc1oc(/C=N/NC(=O)CC2(C)OCCO2)cc1Br | 0 | -1 | 4 | 2 | -51 | 14 |
| Cc1cc(C)nc(SCc2nnc(SCC(=O)Nc3nc(-c4ccccc4)cs3)n2-c2ccccc2)n1 | 26 | -9 | 7 | 9 | 4 | 10 |
| CSc1cccc(NC(=O)/C=C/c2ccc(Cl)cc2)c1 | 59* | -3 | -8 | 17 | -13 | -24 |

Following part.
SMILES	UPR XBP1 act	EBI2 antag	APJ agonist	CHOP UPR activ	CXCR6 block	CCR6 antagonist	Mdm2-MdmX inh	APJ antag	tim23-1 inh
Cc1c(C#N)c2ncn(Cc3ccccn3)c(=O)c2n1-c1ccccc1	0	-4	0	0.0	-2	-3	9	3	8
CCCn1c(=O)n(C)c(=O)c2c(SCC(=O)Nc3cc(C)on3)nc(C(C)(C)C)nc21	2	-9	4	1.0	7	-5	17	4	38
OCc1ccccc1NC(=S)Nc1cccnc1	-1	-2	-2	0.4	-2	-15	9	-4	14
CCCCCCNC(=O)CC(NS(=O)(=O)c1ccc(NC(C)=O)cc1)C(C)C (stereo unspecified)	-2	4	-3	-0.9	1	2	3	13	-5
O=C1CCc2cc(S(=O)(=O)Nc3ccccc3)cc3c2N1CC3	2	-10	1	-1.8	2	0	20	-55	-5
O=[N+]([O-])c1cccc2c(N3CCCC3)ccnc12	4	-6	9	-0.2	-2	3	52*	-21	19
O=C(NC1CCCc2ccccc21)c1c(F)cccc1Cl (stereo unspecified)	-1	-4	-3	-0.6	-9	9	11	10	3
COc1cccc(NC(=S)N(CCc2c(C)[nH]c3ccc(C)cc23)Cc2cccs2)c1	-4	22	-3	-1.3	8	10	39	-7	13
Cc1nc2ccccn2c1C(=O)NC1CCCCC1	-3	-1	-2	0.0	-7	-10	-13	10	-7
Cc1ccc(/C=N/NC(=O)Cn2nccc2C)o1	1	-4	-1	-1.2	7	10	3	-12	4
Cc1ccc(C(C)C)c(OCC(=O)N/N=C/C2CCCCC2)c1	-4	-2	-4	-0.2	-11	6	-30	0	26
COC(=O)c1ccc(NC(=S)NC(=O)c2c(-c3ccccc3)noc2C)cc1	2	9	-5	1.0	24	44	-6	18	11
O=C(COc1cccc(Cl)c1)N/N=C\c1cc2ccccc2nc1Cl	4	53*	1	1.0	-6	-2	8	-6	-1
O=C(Nc1nnc(-c2ccccc2Cl)s1)C1CCN(S(=O)(=O)c2ccc(Cl)cc2)CC1	-1	14	-2	0.3	-3	-1	32	-9	-3
CCN(CC)c1nc(N)c2c(N)n(-c3ccccc3C)c(=S)c(C#N)c2c1C#N	-1	11	5	1.8	8	28	10	8	20
O=C(/C=C/c1ccccc1)NCCc1c[nH]c2ccccc12	-4	13	1	1.4	-5	12	6	21	59*
COc1ccc(-c2noc(C3CCCN(C(=O)c4cccc(F)c4)C3)n2)cc1 (stereo unspecified)	4	8	-1	2.0	-2	12	28	-1	39
CCOC(=O)N1CCN(C(=O)c2ccc(OCC)c(OCC)c2)CC1	0	3	-6	1.7	-17	1	5	14	12
CCC1CN(C(=O)NCc2ccc(F)cc2)c2cc(Cl)ccc2O1 (stereo unspecified)	-4	11	-1	-2.5	-1	12	39	7	21
CS(=O)(=O)c1ccc(Cl)c(NC(=O)CSc2nnc(-c3cccs3)n2N)c1	-3	-9	-3	1.0	1	-10	26	2	4
CCOC(=O)c1cccc(NS(=O)(=O)c2c(C)[nH]c(C)c2C(=O)N2CCCC2)c1	0	-10	-3	2.6	-2	-5	21	8	12
COc1ccc(CCNC(=O)CSc2nncs2)cc1	0	-7	0	0.9	-2	-1	-6	-3	1
CO/N=C/NC(=O)c1ccc([N+](=O)[O-])c(CS(=O)(=O)c2ccc(Cl)cc2)c1	0	4	3	0.2	-7	-7	-12	-33	10
Cc1cc(NC(=O)CSc2nnc(-c3cccnc3)n2Cc2ccccc2)no1	-3	-2	-3	-0.1	18	22	2	-11	9
Cc1ccc(C(=O)Nc2cccnc2)cc1S(=O)(=O)N1CCOCC1	-2	-1	-2	-0.1	-2	-21	19	-13	-1
CCCOC(=O)c1cc(=O)[nH]c2ccccc12	0	-8	-1	0.6	-1	-2	4	-3	-5
O=C(Nc1ccccc1)N1CCN(Cc2ccc(Cl)cc2)CC1	3	24	-1	3.4	-3	8	1	-1	6
CC1=C(C(=O)OC(C)C)C(c2cccc(F)c2)n2ncnc2N1 (stereo unspecified)	-1	2	-4	1.6	2	8	12	20	11
CCN(CC)CCCn1c(=S)[nH]c2cc(Cl)ccc2c1=O	-4	-1	0	-0.8	2	-13	-22	-14	21
Cc1ccc(S(=O)(=O)N(C)C)cc1NC(=O)COC(=O)Cc1cccs1	-3	2	5	1.9	2	13	0	10	-3
COc1ccc(CCn2nnnc2C(c2ccc(Cl)cc2)N2CCN(C)CC2)cc1OC (stereo unspecified)	-1	1	0	1.7	3	-10	-37	9	0
CN1C(C(=O)NCc2ccco2)CC2Cn3c(nc4ccccc43)C21 (stereo unspecified)	2	-15	7	2.9	-6	5	18	-1	-3
O=C1C=C(NCc2ccc(Cl)cc2Cl)C2(CCCCC2)O1	-3	13	1	-3.1	9	22	30	4	19
O=c1c2ccc(Cl)cc2[nH]c(=S)n1CCCN1CCOCC1	0	8	-1	1.2	-7	-6	-7	7	8
